INS-1E GSIS act = GLuc luminescence reporter in INS-1E cells, primary screen for activators of glucose-dependent secretion of insulin | INS-1E GLuc reporter insulin secretion, 2-3 h | 370,000 compounds, 0.61% hits | activation, % at 16.6 µM;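 active = lowest replicate activation of at least 40%, so every replicate reaches that level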;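 note: 0% = median of neutral control wells and 100% = median of IBMX positive control wells; some compounds called inactive have numbers as strong as hits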
DENV2 CPE rescue = DENV2-induced cell death inhibition | CPE inhibition, % at 9.99 µM | DENV2-infected cells, cytopathic effect rescue, plate reader | AID 651640 | 350,000 compounds, 1.7% hits; in the data active = CPE inhibition above about 20%, passing the limit was not always enough; inconclusive = no clear call, values can overlap the other calls; tested in BHK-21 cells;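 note: 0% = median of neutral control wells and 100% = median of positive control wells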
CFTR F508del cor = CFTR F508del correction in bronchial cells. activity (quench increase), % at 7.58 µM. AID 720511. CFBE cells, YFP halide quenching; stimulated with forskolin plus potentiator P3; % fluorescence drop versus neutral controls. 350,000 compounds, 0.36% hits;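 active = mean added fluorescence quench of at least 8% versus neutral control, with both replicates also reaching 8%; inconclusive = only one of the mean or replicate conditions met; inactive = mean below 8% and not both replicates reaching 8%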;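 note: cells transiently co-express mutant CFTR-F508del with the halide-sensitive YFP; corrector assay measuring rescue of mutant channel to the surface after 24 h compound exposure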
ERp5 inh = inhibitors of human ERp5. Q15084. ERp5 insulin aggregation, absorbance 650 nm, 90 min. inhibition, % at 9.99 µM. 350,000 compounds, 0.05% hits. AID 651711;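 active = mean replicate inhibition above about 25%, with every replicate also reaching it, limit read from the data, passing the limit was not always enough; inconclusive = only one of those two criteria met; inactive = neither criterion met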
Target sequence (Q15084 whole entry, looked up): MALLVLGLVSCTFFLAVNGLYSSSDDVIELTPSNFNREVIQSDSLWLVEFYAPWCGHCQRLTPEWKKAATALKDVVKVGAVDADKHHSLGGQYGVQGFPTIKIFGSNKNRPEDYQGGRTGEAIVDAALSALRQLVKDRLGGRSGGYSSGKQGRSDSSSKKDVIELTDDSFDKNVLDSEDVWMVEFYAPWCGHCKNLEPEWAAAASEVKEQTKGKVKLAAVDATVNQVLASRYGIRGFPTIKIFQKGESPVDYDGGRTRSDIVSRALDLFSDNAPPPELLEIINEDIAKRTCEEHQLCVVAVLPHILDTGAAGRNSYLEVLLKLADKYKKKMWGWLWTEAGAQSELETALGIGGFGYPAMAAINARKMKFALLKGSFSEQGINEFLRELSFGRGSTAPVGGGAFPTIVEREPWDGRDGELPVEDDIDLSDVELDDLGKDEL
EWS-Fli block = EWS/Fli transcriptional activity inhibition; inhibition, % at 12.6 µM; 350,000 compounds, 0.67% hits; A673 NR0B1-luciferase reporter, viability-normalised;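 active = mean inhibition of at least 50% after viability correction, with every replicate also passing that limit; inconclusive = mean reaches 50% but only one of two replicates passes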;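 note: firefly luciferase signal divided by Alamar Blue viability fluorescence both relative to DMSO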
Xi reactivation = activators of X-chromosome reactivation in mouse fibroblasts; 360,000 compounds, 0.055% hits; activation, % at 7.58 µM; XiGFP mouse fibroblasts, % GFP-positive cells imaging, 3 d; cells co-treated with 5-aza-dC sensitizer; scaled so ellipticine positive control = 100%;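 active = mean normalized replicate activation at least 10% and every replicate at or above 10%; inconclusive = only one of the two criteria met; inactive = mean below 10% and not all replicates reach 10%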;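 note: 0% = median of on-plate neutral control wells and 100% = ellipticine 6 µM median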
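material = 68-5-11 XiGFP fibroblast line | medium = DMEM plus 5-aza-dC sensitizer | schedule = 3 days compound exposure | benchmarks = positive control ellipticine, 6 µM final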
ARNT-TACC3 inh = ARNT/TACC3 interaction disruption. AlphaScreen His-ARNT PAS-B/GST-TACC3 binding, luminescence; TACC3 fragment carries E629A point mutation. 390,000 compounds, 0.66% hits. inhibition, % at 9.99 µM. Q9Y6A5;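 active = mean inhibition of replicates at least 50% and at least half of replicates each reaching 50%; inconclusive = half or more replicates reach 50% but mean below 50%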;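 note: 0% = complete ARNT plus TACC3 wells and 100% = ARNT alone without TACC3; many hits fall short of the cut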
PAX8 reporter = inhibitors of PAX8 transcriptional activity in RMG-I cells | RMG-I TPO-luciferase reporter, SteadyGlo, 24 h | inhibition, % at 12.6 µM | 360,000 compounds, 1.2% hits | AID 652154;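 active = mean replicate inhibition at least 60% with every replicate also reaching 60%; inconclusive = only one of the two criteria is met; inactive = mean below 60% and not all replicates reaching 60%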;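 note: luciferase light reporting Pax8 driven TPO promoter activity; plate controls were median of neutral control wells for no effect and mitoxantrone controls for full effect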
* hit, by the source's call; ? = inconclusive; / = no result given; & = joins results of further samples.

SMILES | INS-1E GSIS act | DENV2 CPE rescue | CFTR F508del cor | ERp5 inh | EWS-Fli block | Xi reactivation | ARNT-TACC3 inh | PAX8 reporter
O=C(c1ccccn1)N1CC(=O)N2[C@H](C1)[C@H](c1ccc(C#CCc3ccccc3)cc1)[C@@H]2CO | 3 | 54* | 4.7 | 0 | / | 0.5 | / | /
C[C@@H]1CN([C@H](C)CO)C(=O)c2cc(N(C)C)ccc2O[C@@H](C)CCCCO[C@@H]1CN(C)Cc1ccc(C(F)(F)F)cc1 | -14 | -11 | 1.8 | -3 | 9 | -0.9 | 9 | 57
CCNC(=O)[C@H]1[C@H](CO)[C@H]2Cn3c(ccc(C4=CCCCC4)c3=O)[C@H]2N1Cc1ccccc1 | 1 | -14 | / | 0 | 1 | 0.3 | 11 | /
Cc1noc(C)c1NC(=O)Nc1ccc2c(c1)C(=O)N([C@H](C)CO)C[C@@H](C)[C@@H](CN(C)S(=O)(=O)c1ccc(F)cc1)OCCCC[C@@H](C)O2 | -21 | 0 | -2.3 | 3 | -3 | 0.0 | 1 | -4
COCCn1cnc2c(c1=O)c1nc3ccccc3nc1n2/N=C/c1cccc(OC)c1 | 9 | 1 | 0.5 | 1 | -7 | 0.0 | 5 | -17
COc1ccc(C2N3CC4(C)CN2CC(C)(C3)C4O)cc1 (stereo not drawn) | 0 | 1 | 2.0 | 8 | -1 | 0.1 | -6 | -7
O=C(Oc1cccnc1)c1cc(S(=O)(=O)N2CCOCC2)ccc1Cl | 2 | 10 | 5.1 | 2 | 8 | / | -2 | /
C[C@@H]1CCCCO[C@H](CN(C)Cc2ccc(C(F)(F)F)cc2)[C@H](C)CN([C@H](C)CO)C(=O)c2cc(NC(=O)NC3CCCCC3)ccc2O1 | -8 | 2 | -0.2 | -1 | 15 | 0.3 | -5 | -9
C/C=C/c1ccc([C@@H]2[C@H](CO)N3C(=O)CN(S(=O)(=O)c4ccccc4)C[C@@H]23)cc1 | -3 | 3 | 3.0 | 12 | 7 | 0.0 | / | /
Cc1ccc(-c2c(C(=O)NC(C)C)oc(=O)c3ccccc23)cc1 | 5 | 3 | 0.9 | 4 | 7 | 0.2 | / | 2
COc1ccc2cc(C3CC(c4ccco4)=NN3S(=O)(=O)c3ccccc3)c(Cl)nc2c1 (stereo not drawn) | -10 | / | / | / | / | 0.1 | 2 | -8
Cc1cc2[nH]c(=O)c(=O)[nH]c2cc1S(=O)(=O)Nc1ccccc1F | 2 | -2 | -0.7 | -7 | -12 | 0.3 | / | -3
C[C@H]1Cn2cnc(C(=O)N[C@H](C)c3ccccc3)c2C(=O)N1 | -4 | 4 | 2.0 | 0 | -1 | 0.0 | / | -7
Cc1cc(=O)[nH]c2nc3ccccc3n12 | -11 | 5 | -4.2 | -10 | -7 | 0.1 | / | 4
COc1cccc(CN(C)C(=O)C(Cc2ccccc2)NC(=O)c2ccccc2)c1OC (stereo not drawn) | -21 | 6 | 2.7 | -3 | -5 | 0.0 | 0 | -1
COC(=O)c1ccc(CNC(=O)CSc2nc3ccccc3[nH]2)cc1 | 79* | -4 | 1.0 | 1 | -3 | -0.1 | -2 | -2
C[C@@H]1CN([C@H](C)CO)C(=O)c2cc(C#CC3CCCCC3)cnc2O[C@@H]1CN(C)C | 3 | / | -0.7 | / | 6 | 0.1 | / | /
O=C(CCn1c(=O)oc2ccccc21)NCc1ccc2c(c1)OCO2 | / | -5 | 6.8 | 0 | -2 | 0.1 | -7 | -6
COc1ccc(C(=O)NC(C)c2ccc(-n3ccnc3)cc2)c(OC)c1OC (stereo not drawn) | 15 | 5 | -1.6 | 3 | 4 | 0.0 | 4 | 12
C/C(Cc1ccccc1)=N\NC(=O)CNC(=O)c1ccc2c(c1)OCCO2 | / | -2 | -0.6 | 0 | 7 | 1.0 | -4 | -1

Part of the list above in order of length of the SMILES, low to high.
SMILES | INS-1E GSIS act | DENV2 CPE rescue | CFTR F508del cor | ERp5 inh | EWS-Fli block | Xi reactivation | ARNT-TACC3 inh | PAX8 reporter
Cc1cc(=O)[nH]c2nc3ccccc3n12 | -11 | 5 | -4.2 | -10 | -7 | 0.1 | / | 4
COC(=O)c1ccc(CNC(=O)CSc2nc3ccccc3[nH]2)cc1 | 79* | -4 | 1.0 | 1 | -3 | -0.1 | -2 | -2
C[C@H]1Cn2cnc(C(=O)N[C@H](C)c3ccccc3)c2C(=O)N1 | -4 | 4 | 2.0 | 0 | -1 | 0.0 | / | -7
COc1cccc(CN(C)C(=O)C(Cc2ccccc2)NC(=O)c2ccccc2)c1OC (stereo not drawn) | -21 | 6 | 2.7 | -3 | -5 | 0.0 | 0 | -1
COc1ccc2cc(C3CC(c4ccco4)=NN3S(=O)(=O)c3ccccc3)c(Cl)nc2c1 (stereo not drawn) | -10 | / | / | / | / | 0.1 | 2 | -8

Other structures follow:
SMILES | INS-1E GSIS act | DENV2 CPE rescue | CFTR F508del cor | ERp5 inh | EWS-Fli block | Xi reactivation | ARNT-TACC3 inh | PAX8 reporter
O=C(O)C1=C[C@@H](c2ccc(Br)cc2)C[C@@H](OCCCCO)O1 | 24 | 13 | 1.9&1.0 | -1 | -2&2 | 0.1 | 1&-1 | -4&-4
CN(C)CC(=O)Nc1ccc2c(c1)[C@H]1C[C@H](CC(=O)NCc3ccccc3)O[C@H](CO)[C@H]1O2 | 6 | -15 | 1.7 | -6 | -6 | 0.0 | -7 | -3
Cn1nc(-c2ccccc2)nc1-c1ccccc1 | -2 | 7 | -2.5 | -1 | -109 | -0.1 | -10 | -66
CN(CCCNC(=O)c1cc2c(Cl)nc3ccccc3c2s1)Cc1ccccc1 | -6 | / | 1.9 | 1 | 9 | 0.1 | / | -11
O=C(CSC1=NCCS1)NC(c1ccccc1)c1ccccc1 | -32 | ? | -5.1 | ? | -4 | 0.4 | -16 | 5
CC(C)NC(=O)N[C@@H]1CC[C@@H](CC(=O)NCCN2CCCC2)O[C@@H]1CO | -9 | 2 | -1.7 | -8 | -2 | -0.4 | 0 | -4
O=C(C[C@H]1CC[C@@H](NC(=O)NC2CCCCC2)[C@@H](CO)O1)NCc1ccc(F)cc1 | 7 | 2 | -1.6 | -1 | -3 | -0.1 | 18 | -4
CCC1=C(OC(=O)N(CC)CC)N2C(=O)OC(=NCC3CC3)[C@]2(Cc2ccccc2)[C@H]2C1=CC[C@H]1C(=O)N(c3ccccc3)C(=O)[C@H]12 | -18 | 10 | 3.1 | 1 | 12 | 0.7 | 6 | 1
COc1ccc(S(=O)(=O)N2CCOC2CNC(=O)C(=O)NCc2cccnc2)cc1OC (stereo not drawn) | 16 | -2 | 1.5 | 2 | 5 | 0.4 | -3 | -6
CC(C)NC(=O)Nc1ccc2c(c1)CC(=O)N([C@@H](C)CO)C[C@H](C)[C@H](CN(C)C(=O)Nc1ccc(F)cc1)O2 | 4 | 2 | -0.2 | 0 | -7 | 0.0 | -1 | 7
CCOC(=O)C1=CCN(S(=O)(=O)c2ccc(Cl)cc2)C1c1ccc(Cl)c(Cl)c1 (stereo not drawn) | -6 | 6 | -0.7 | -4 | -13 | 0.1 | / | 13
Clc1ccc(C2=Nn3c(Cn4nnc5ccccc54)nnc3SC2)cc1 | 17 | 0 | 2.4 | -8 | 6 | 0.1 | / | -7
O=C(NC1Cc2ccccc2C1)[C@@H]1[C@@H](CO)[C@@H]2Cn3c(cccc3=O)[C@H]1N2Cc1ccccc1F | 0 | / | -0.3 | / | 3 | 0.5 | / | -5
CCc1ccc(S(=O)(=O)NCCc2csc(-c3cccnc3)n2)s1 | / | 0 | -0.8 | 4 | 13 | 0.1 | 3 | 3
CC1CCCCC1NC(=O)CN1CCC(NC(=O)C(C)(C)C)CC1 (stereo not drawn) | / | -8 | 3.8 | -1 | -7 | 0.1 | / | -1
CN(C)C(=O)c1ccc(-c2ccc3c(c2)[C@@H]2[C@@H](CCN2C(=O)C2CC2)[C@H](CO)N3C)cc1 | 11 | -1 | -3.2 | -5 | -1 | 0.1 | 6 | -2
Cc1cc(NC(=O)C(C)Sc2nnc(NCc3ccco3)s2)no1 (stereo not drawn) | 5 | 2 | -0.6 | 2 | 17 | 0.2 | / | 8
Cc1ccc(N(CC(=O)NC2CCCCC2)C(=O)Cn2nnc(-c3ccc(C)o3)n2)cc1 | -9 | -13 | 2.9 | 2 | 4 | -0.1 | -3 | -5
COc1ccc(CNC(=O)CN(C(=O)CCC(=O)Nc2nccs2)c2ccc3c(c2)OCO3)cc1 | 10 | 4 | 0.8 | 5 | 14 | 0.0 | -6 | 6
CCc1ccccc1NC(=O)CCC(=O)Nc1nnc(C(C)C)s1 | -5 | 2 | 2.2 | 5 | / | 0.7 | -2 | -12
CCCNC(=O)N[C@@H]1CC[C@@H](CCNS(=O)(=O)c2cccc(F)c2)O[C@@H]1CO | -14 | 3 | 0.1 | 4 | 0 | -0.1 | 2 | -4
COc1ccc(N2CCN(Cc3nc4c(c(=O)n(C)c(=O)n4C)n3Cc3ccccc3C)CC2)cc1 | / | ? | 6.0 | -3 | 0 | 0.0 | 3 | -5
CCCCn1c(N)c(N(C(=O)CSc2nncn2-c2ccccc2)C2CCCC2)c(=O)[nH]c1=O | 10 | ? | 1.2 | -8 | 2 | 0.1 | 5 | 13
COc1ccc(NC(=O)N(C)C[C@H]2Oc3ccc(NS(=O)(=O)c4cccs4)cc3C(=O)N([C@@H](C)CO)C[C@H]2C)cc1 | -7 | -7 | 0.6 | -2 | 8 | -0.1 | 4 | /
Fc1ccc(-n2nnc(-c3ccccc3)n2)cc1 | 4 | 1 | 0.5 | 1 | -10 | 0.0 | -2 | 24
COc1ccc(CN(C(=O)COc2ccccc2)c2ccccc2C(=O)O)cc1 | -1 | 0 | 6.5 | -4 | 1 | 0.0 | 0 | -11
Nc1[nH]n(-c2ccccc2)c(=O)c1N=Nc1ccc2c(c1)OCO2 | / | -1 | -0.2 | 2 | -81 | 0.0 | 3 | -119
c1coc(-c2nnc(-c3ccco3)nn2)c1 | 21 | 8 | -1.6 | 8 | -54 | 0.4 | -21 | -7
Cc1ccc(C(=O)O)cc1NC(=O)c1ccc2c(c1)C(=O)N(c1ccc([N+](=O)[O-])cc1)C2=O | 3 | 0 | 1.2 | 2 | 16 | 0.0 | -7 | -4
Cc1cccc(OCCCC(=O)NNC(=O)c2ccccn2)c1 | 13 | 0 | -3.1 | -2 | 6 | 0.0 | 43 | 33
CCOc1cccc(CN2CCC(Oc3ccc(C(=O)N4CCCC4)cc3)CC2)c1 | -2 | -3 | -1.7 | -2 | -3 | 0.2 | -8 | 5
COc1ccc(-n2c(SCC(=O)Nc3cc(C)on3)nc3c([nH]c4ccccc43)c2=O)cc1 | / | 6 | -1.2 | -3 | 16 | 0.0 | 6 | 27
C=CCNC(=O)CSc1nc2sc(C)c(C)c2c(=O)[nH]1 | 11 | -1 | 3.3 | -4 | 2 | 0.0 | -4 | -8
COc1ccccc1-c1nnc(SC)n1C | 0 | 0 | -3.1 | -4 | 0 | 0.4 | 9 | 10
